MBNL1-CUG inh – qHTS Assay for Inhibitors of MBNL1-poly(CUG) RNA binding | TR-FRET MBNL1-His/biotin-(CUG)12 binding, 665/545 ratio | Muscleblind-like protein 1 (Homo sapiens), Q9NR56 | Potency, µM (top dose mostly 57.5 µM), without a hit: at the highest dose activity change, negative = inhibition, usual class: inhibitors | 0.036% of 280,000 active; active means well fitted inhibition curve with a large enough effect in the signal ratio, with a control signal flat, not every such curve was filed as active; inconclusive means small, poorly fitted or top-dose-only effect, or effect the other way, or a change in a side signal; inactive means no such curve, though single readings can be large or run the other way; the % refers to the signal ratio; further: on the % scale 0 is the no-effect control and ±100 the full control effect
Target sequence (Q9NR56 whole entry, looked up): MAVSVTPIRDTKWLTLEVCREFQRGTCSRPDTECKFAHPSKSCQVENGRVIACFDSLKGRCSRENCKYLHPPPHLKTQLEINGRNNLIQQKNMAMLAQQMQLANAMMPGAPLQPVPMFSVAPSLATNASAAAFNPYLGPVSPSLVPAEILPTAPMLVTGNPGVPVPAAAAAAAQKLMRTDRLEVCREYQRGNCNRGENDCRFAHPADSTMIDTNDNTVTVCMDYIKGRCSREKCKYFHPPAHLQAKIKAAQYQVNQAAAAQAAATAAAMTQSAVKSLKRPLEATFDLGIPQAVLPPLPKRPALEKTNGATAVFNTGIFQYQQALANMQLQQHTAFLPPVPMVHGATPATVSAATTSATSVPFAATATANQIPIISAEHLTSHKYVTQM
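TR-FRET between His-tagged MBNL1 and biotin-(CUG)12 RNA, detected with Tb anti-His antibody (0.055 ng/ul) and streptavidin-XL665 (5 nM), 60 min at room temperature. Compounds titrated 92 nM to 58 uM; 665/545 nm ratio normalized to buffer and complex controls.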
BRCA1 expr act – qHTS Assay to Identify Small Molecule Activators of BRCA1 Expression; AID 624202, 2012; Potency, µM (series often up to 46.1 µM), without a hit: top-dose activation, usual class: activators; 1.1% of 380,000 active; MCF7-BRCA1-FFLuc reporter, luminescence, 48 h; response scale: scaled: vehicle 0%, 10 µM genistein 100%; further: nearly all actives have a fitted effect of over 80% in size; some results filed as inactive show a strong effect at the top dose
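Luminescence from a BRCA1-driven firefly luciferase in MCF7 cells was the read-out, taken 15 min after substrate addition following 48 h compound exposure at 37 °C. Data were normalized to a 10 microM genistein control and DMSO vehicle.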
uPA generation – qHTS for Inhibitors of Cell Surface uPA Generation; cell surface uPA generation assay, qHTS; Potency, µM (titrated, usually from 38.3 µM), for inactives: top-dose activity change, negative = inhibition, usual class: inhibitors; 0.31% of 330,000 active; AID 540303, 2011; active means well fitted inhibition curve with a large enough effect; inconclusive means small, poorly fitted or top-dose-only effect; inactive means no such curve, though single readings can be large or run the other way; tested in mouse RAW 264.7 cells; further: on the % scale 0 is the no-effect control and ±100 the full control effect; nearly all actives have a fitted effect of over 55% in size
p53 reactivation – qHTS assay for re-activators of p53 using a Luc reporter. H1299 p53-A138V BP100-luciferase reporter, luminescence, 24 h. Potency, µM (series often up to 92.2 µM), for inactives: at the top dose activity change, positive = activation, most hits filed as activators. 0.063% of 320,000 active. AID 504706, 2011; further: % of control where 0% means no effect; nearly all actives have a fitted effect of over 45% in size
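H1299 (p53-null), stable ts p53-A138V + BP100-Luc; 1000 cells/well, Opti-MEM/10% FBS; cpd 4 pt, 1:5; 24 h, 37 deg C, 5% CO2; detection reagent 10 min RT; luminescence.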
ELG1 genotox – qHTS screen for small molecules that induce genotoxicity in human embryonic kidney (HEK293T) cells expressing luciferase-tagged ELG1; HEK293T ELG1-luciferase reporter, luminescence, 16 h; Potency, µM (series often up to 46 µM), inactives show at the highest dose activity change, positive = activation, actives largely listed as activators; 1.3% of 330,000 active; AID 504466, 2011; further: % of control where 0% means no effect; nearly all actives have a fitted effect of over 60% in size
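Screening used a luciferase reporter fused to human ELG1 in HEK293T cells. Luminescence was read on a CCD plate imager after 16 hr exposure and 30 min ONE-Glo incubation.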
VP16 counter – VP16 counterscreen qHTS for inhibitors of ROR gamma transcriptional activity; Drosophila S2 Gal4-VP16 UAS-luciferase, luminescence, 20 h; Potency, µM (titrated, usually from 53.6 µM), without a hit: top-dose activity, negative = inhibition, most hits filed as inhibitors; 3.5% of 310,000 active;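 further: Gal4-VP16 expression switched on by copper sulfate through the metallothionein promoter; on the % scale 0 is the no-effect control and ±100 the full control effect; nearly all actives have a fitted effect of over 50% in size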
FLuc modulator – qHTS profiling assay for firefly luciferase inhibitor/activator using purifed enzyme and Km concentrations of substrates (counterscreen for miR-21 project). purified FLuc, Km substrates, luminescence inhibition. Potency, µM (titrated, usually from 57.5 µM), for inactives: at the highest dose activity change, negative = inhibition, hits mostly inhibitors. Luciferin 4-monooxygenase (Photinus pyralis), P08659. 6.9% of 360,000 active;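 further: plate controls were vehicle for no effect and reference inhibitor for full effect; nearly all actives have a fitted effect of over 55% in size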
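Purified P. pyralis luciferase, 10 nM final, with Km-level 10 uM D-luciferin and 10 uM ATP in 50 mM Tris acetate pH 7.5, 10 mM Mg acetate, 0.01% Tween-20, 0.05% BSA; 6-point qHTS titration about 60 µM downward; luminescence read.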
RORgamma inh – qHTS for inhibitors of ROR gamma transcriptional activity; Nuclear receptor ROR-gamma (Mus musculus), P51450; Drosophila S2 Gal4-RORgamma UAS-luciferase reporter, 20 h; 5.4% of 310,000 active; Potency, µM (top dose mostly 53.6 µM), without a hit: top-dose activity change, negative = inhibition, hits mostly inhibitors; further: on the % scale 0 is the no-effect control and ±100 the full control effect; nearly all actives have a fitted effect of over 60% in size
Target sequence (P51450 whole entry, looked up, the tested form may be a part): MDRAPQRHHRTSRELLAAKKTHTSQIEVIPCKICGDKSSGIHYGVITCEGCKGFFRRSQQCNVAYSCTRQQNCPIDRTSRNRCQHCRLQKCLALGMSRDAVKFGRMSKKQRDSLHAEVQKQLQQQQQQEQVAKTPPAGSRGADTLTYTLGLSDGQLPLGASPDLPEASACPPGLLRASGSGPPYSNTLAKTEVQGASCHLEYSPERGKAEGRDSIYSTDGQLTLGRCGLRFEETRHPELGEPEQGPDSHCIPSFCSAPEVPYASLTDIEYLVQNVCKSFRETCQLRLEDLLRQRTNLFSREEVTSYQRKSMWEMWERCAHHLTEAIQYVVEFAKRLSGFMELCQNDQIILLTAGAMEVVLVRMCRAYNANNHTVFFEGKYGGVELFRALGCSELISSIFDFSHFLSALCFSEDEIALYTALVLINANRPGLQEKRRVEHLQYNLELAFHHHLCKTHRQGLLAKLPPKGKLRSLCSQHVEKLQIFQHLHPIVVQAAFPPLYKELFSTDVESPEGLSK
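Using a luciferase readout, inhibitors were identified by reduced reporter activity in Drosophila cells coexpressing a copper-inducible Gal4–ROR gamma fusion and UAS-driven Photinus luciferase, incubated 20 hr after 700 uM copper sulfate.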
Rab9 prom act – qHTS Assay for Rab9 Promoter Activators; Huh7 Rab9 promoter-luciferase reporter, luminescence, 24 h; Potency, µM (highest dose often 9.22 µM), for the others: top-dose activation, negative = inhibition, actives largely listed as activators; 2.8% of 320,000 active; further: % of control where 0% means no effect; nearly all actives have a fitted effect of over 60% in size
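Huh7 reporter line, Rab9 promoter upstream of luciferase. Compound exposure 24 h at 37 °C in reduced-serum medium with 10% FBS. Read-out: luminescence.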
CXXC DNA block – qHTS Fluorescence Polarization Assay for Inhibitors of MLL CXXC domain - DNA interaction | MLL-CXXC / FITC-HOXA9 DNA fluorescence polarization | Potency, µM (highest dose often 115 µM), without a hit: at the top dose activity change, negative = inhibition, most hits filed as inhibitors | 0.037% of 290,000 active | AID 2662, 2010; active means well fitted inhibition curve with a large enough effect in the polarisation, with a control signal flat, not every such curve was filed as active; inconclusive means small, poorly fitted or top-dose-only effect, or effect the other way, or a change in a side signal; inactive means no such curve, though single readings can be large or run the other way; the % refers to the polarisation
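Purified MLL-CXXC (added from a 7 uM solution) was preincubated 5 min at ambient with pinned compounds in 50 mM Tris-HCl pH 7.5, 50 mM NaCl, 1 mM DTT, 0.05% BSA. Fluorescein-labeled HOX-A9 DNA (50 nM solution) followed, 30 min, then polarization read.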
NPC1 prom act – qHTS Assay for NPC1 Promoter Activators | Huh7 NPC1 promoter luciferase reporter, 24 h | Potency, µM (series often up to 9.22 µM), for the others: at the highest dose activation, usual class: activators | 2.4% of 320,000 active | AID 485313, 2010;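 further: % of control where 0% means no effect; nearly all actives have a fitted effect of over 60% in size; reporter is driven by a mutant NPC1 promoter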
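Stably transfected Huh7 (NPC1 promoter→luciferase), 1500 cells/well in Opti-MEM + 10% FBS, 2 h settle, then compound 24 h at 37 °C. Luminescence after 10 min with Amplite reagent.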
Starred values were filed as active, the others as inactive; ? = inconclusive; · = no result given; & = joins results of further samples; [ ] = dose if it differs, or a comment. Unless noted, the call rests on the fitted dose curve; in most records, active means well fitted curve in the direction sought with a large enough effect; inconclusive means small, poorly fitted or top-dose-only effect, or another doubt; inactive means no such curve, though single readings can be large; an effect the other way counts as inactive or inconclusive. Potency means the concentration at half of the fitted maximal effect. This is a subset; count on the stated rates, not on these rows.

SMILES	MBNL1-CUG inh	BRCA1 expr act	uPA generation	p53 reactivation	ELG1 genotox	VP16 counter	FLuc modulator	RORgamma inh	Rab9 prom act	CXXC DNA block	NPC1 prom act
CC(C)COc1ccc(C2(C#N)CC[N+](C)(C)CC2)cc1	-15.7%	-2.8%	0.8%	-3.0%	3.1%	-2.8%	3.3%	15.1%	3.2%	5.2%	-3.8%
COc1ccc(C(Nc2ccccc2)P(=O)(Oc2ccccc2)Oc2ccccc2)cc1 (configuration not stated)	-10.3%	-19.6%	4.6%	5.1%	-0.7%	?	-1.3%	29.6%	6.2%	-14.2%	-1.8%
O=c1c2ccccc2nc(C[n+]2ccccc2)n1-c1cccc(C(F)(F)F)c1	-5.3%	-2.9%	-4.0%	0.6%	-0.8%	-9.5%	-0.1%	-25.5%	0.9%	-1.6%	-0.7%
O=c1[nH]c(=O)n(Cc2ccco2)c(O)c1C=NCc1ccco1	-21.4%	3.1%	-7.2%	11.9%	-0.6%	-8.3%	2.9%	27.0%	-1.0%	6.9%	0.3%
CCN(CC)c1ccc(N=Cc2c(O)n(-c3ccc(OC)cc3)c(=O)[nH]c2=O)cc1	14.2%	-45.0%	1.3%	-1.6%	2.9%	10.1%	?	-6.7%	-3.4%	?	7.3%
COc1cccc(NP(=O)(Oc2ccc(Cl)cc2)Oc2ccc(Cl)cc2)c1	·	·	-8.8%	7.2%	-6.6%	?	-1.7%	?	-3.9%	6.8%	-0.7%
Cn1c(O)c(/C=N/N2CCCCC2)c(=O)[nH]c1=O	-6.0%	-13.4%	-9.7%	2.5%	-1.1%	1.2%	2.5%	-13.2%	-0.6%	4.5%	0.1%
COc1ccc(N2C(=O)C(Cl)=C(N3CCN(Cc4ccccc4)CC3)C2=O)cc1	?	0.4%	·	-13.0%	-3.1%	15.1%	-12.8%	?	1.2%	-2.6%	-1.5%
CC(C)(C)C1CCc2sc(C(=O)NNC(=O)CCl)cc2C1 (configuration not stated)	·	-51.4%	?	28.8%	?	9.6%	4.78µM*	?	-44.7%[inhibitor]	-3.8%	-42.4%[inhibitor]
CCCCn1c(O)c(C=NC2CCCCC2N)c(=O)[nH]c1=O (configuration not stated)	8.4%	3.2%	5.3%	-3.7%	-0.7%	-13.7%	4.5%	-5.4%	-0.1%	-0.7%	1.7%
COc1ccc(CN2CCCC(C(=O)c3ccccc3SC)C2)cc1O (configuration not stated)	-0.1%	-13.0%	-2.1%	-2.1%	-11.1%	8.5%	-3.3%	-1.5%	-3.8%	13.8%	-4.6%
Cc1ccc(/C=C/C(=O)C2C(=O)c3ccccc3C2=O)cc1	0.7%	26.1%	?	?	?	?	0.19µM*	6.31µM*	?	-13.6%	?
CCCCn1c(O)c(C(C)=NCCc2ccccc2)c(=O)[nH]c1=O	-5.8%	-3.6%	8.4%	-8.6%	-12.4%	-2.1%	2.2%	1.5%	-2.4%	-4.7%	-5.2%
O=C(c1ccoc1)N1CCCC(N2CCN(c3cccc(C(F)(F)F)c3)CC2)C1 (configuration not stated)	-5.2%	-17.4%	-4.4%	-0.2%	-8.0%	1.8%	-0.5%	?	-1.1%	?	-7.6%
CCOC(=O)C1(CCCc2ccccc2)CCN(C2CCC2)CC1	-9.3%	-35.5%	-2.5%	-4.3%	-0.3%	11.2%	0.8%	-28.2%	0.3%	-6.4%	-3.3%
Cc1sc2c(c1C)C(c1ccc(C(C)(C)C)cc1)=NCC(=O)N2CC(=O)Nc1nccs1	-1.4%	-35.8%	1.0%	0.6%	-9.4%	?	-1.6%	11.2µM*	-0.9%	4.5%	-3.3%
COc1ccc(C2SCC(=O)Nc3c2c(=O)[nH]n3C2CCCCCC2)cc1OC (configuration not stated)	-8.6%	2.6%	·	-7.1%	-7.9%	-5.5%	2.5%	0.0%	1.6%	-3.1%	0.3%
O=C(N/N=C/c1c(O)n(Cc2ccco2)c(=O)[nH]c1=O)c1ccccc1O	4.3%	17.8%	1.2%	8.0%	-0.2%	6.8%	15.1µM*	12.6µM*	-0.6%	7.1%	1.8%
NC(=O)c1ccc(N=Cc2c(O)n(Cc3ccco3)c(=O)[nH]c2=O)cc1	-6.7%	-6.6%	1.7%	0.8%	3.7%	-2.3%	1.7%	16.9%	-4.6%	-0.1%	1.8%
CCN(CC)C(=O)c1ccc(NC(=O)C2=C(C)OCCS2)cc1	-2.5%	3.0%	1.8%	4.7%	2.7%	3.8%	-15.7%	1.3%	-0.5%	33.2%	0.6%
COc1cc2c(cc1O)CC[C@@H]1[C@@H]2CC[C@]2(C)[C@@H](O)CC[C@@H]12	1.9%	0.0%&-31.8%	?	·	·	-7.4%	-10.0%	-20.0%	-23.1%[46.1 µM]	-0.2%	-17.0%[46.1 µM]
CC1(C)CN(S(=O)(=O)OCC(Cl)(Cl)Cl)C(=O)N1	-5.5%	16.9%	-4.5%	9.6%	-0.4%	10.0%	0.9%	-9.2%	-3.2%	-17.8%	0.4%
N#CC1=C(N)Oc2c(c(=O)oc3ccccc23)C1c1ccc(OC(=O)N2CCOCC2)cc1 (configuration not stated)	?	15.2%	2.9%	-11.9%	1.6%	2.2%	-10.2%	?	-0.5%	4.0%	3.2%
Cc1nccn1-c1c([N+](=O)[O-])c(=O)n(C)c2ccccc12	?	-0.7%	-8.6%	-10.8%	15.2%	-22.1%	7.9%	-13.3%	-1.1%	-1.0%	-1.2%

Looked up one by one from the entries so far (3):
SMILES	MBNL1-CUG inh	BRCA1 expr act	uPA generation	p53 reactivation	ELG1 genotox	VP16 counter	FLuc modulator	RORgamma inh	Rab9 prom act	CXXC DNA block	NPC1 prom act
N#CC1=C(N)Oc2c(c(=O)oc3ccccc23)C1c1ccc(OC(=O)N2CCOCC2)cc1 (configuration not stated)	?	15.2%	2.9%	-11.9%	1.6%	2.2%	-10.2%	?	-0.5%	4.0%	3.2%
CCCCn1c(O)c(C(C)=NCCc2ccccc2)c(=O)[nH]c1=O	-5.8%	-3.6%	8.4%	-8.6%	-12.4%	-2.1%	2.2%	1.5%	-2.4%	-4.7%	-5.2%
NC(=O)c1ccc(N=Cc2c(O)n(Cc3ccco3)c(=O)[nH]c2=O)cc1	-6.7%	-6.6%	1.7%	0.8%	3.7%	-2.3%	1.7%	16.9%	-4.6%	-0.1%	1.8%

(next part)
SMILES	MBNL1-CUG inh	BRCA1 expr act	uPA generation	p53 reactivation	ELG1 genotox	VP16 counter	FLuc modulator	RORgamma inh	Rab9 prom act	CXXC DNA block	NPC1 prom act
COc1ccccc1OCC#CCN1CCCC(C)C1 (configuration not stated)	-9.0%	10.9%	-1.3%	-4.7%	-2.2%	-0.8%	0.1%	-3.8%	-2.3%	-10.2%	8.4%
O=C(C(Cc1ccccc1)NS(=O)(=O)c1ccc(F)cc1)N1CCC2(CC1)OCCO2 (configuration not stated)	-9.3%	-4.2%	7.1%	-2.1%	-12.2%	-3.2%	0.0%	-31.8%	1.4%	3.1%	3.2%
CCc1nccc2c1[nH]c1ccccc12	·	16.2%	-7.1%	-7.9%	-10.2%	·	-12.0%	·	2.2%	·	7.4%
CCC1(CCCC(=O)c2ccc(F)cc2)C(=O)NC(=S)NC1=O	-14.2%	-12.3%	5.5%	-0.2%	-0.7%	-22.8%	-15.3%	-11.0%	2.9%	16.9%	0.0%
CCN(CC)S(=O)(=O)c1ccc(N=Cc2c(O)n(-c3ccccc3)c(=O)[nH]c2=O)cc1	8.6%	-7.5%	3.6%	24.1%	-2.5%	-3.2%	2.3%	7.6%	5.5%	18.1%	-1.8%
COc1ccc(-c2n[nH]c(=S)n2-c2ccc3c(c2)OCCO3)cc1OC	34.9%[activator]	20.2%	-26.9%	14.1%	?	3.7%	12µM*	-31.3%	7.5%	2.8%	0.8%
Nc1ccc(C(=O)N/N=C2/CN3CCC2CC3)cc1	7.3%	-1.2%	-7.6%	12.3%	-2.8%	17.4%	-1.5%	17.9%	-5.9%	-2.1%	-5.0%
O=c1c2ccccc2ncn1-c1ccc([N+](=O)[O-])c(C(F)(F)F)c1	?	-37.3%	3.6%	-11.6%	0.9%	5.4%	6.1%	?	-7.3%	0.0%	-1.5%

Screening data (PubChem BioAssay)
